Bioassay records from PubChem BioAssay.
AHR activator: activates the human aryl hydrocarbon receptor | P35869 | hit rate 2.5% among 320,000 | AID 2796 | activation, % at 5 µM | AHR-responsive luciferase reporter cells, luminescence; in the data active = activation above about 47%;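 note: 0% = vehicle wells and 100% = reference agonist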
Target sequence (P35869 whole entry, looked up): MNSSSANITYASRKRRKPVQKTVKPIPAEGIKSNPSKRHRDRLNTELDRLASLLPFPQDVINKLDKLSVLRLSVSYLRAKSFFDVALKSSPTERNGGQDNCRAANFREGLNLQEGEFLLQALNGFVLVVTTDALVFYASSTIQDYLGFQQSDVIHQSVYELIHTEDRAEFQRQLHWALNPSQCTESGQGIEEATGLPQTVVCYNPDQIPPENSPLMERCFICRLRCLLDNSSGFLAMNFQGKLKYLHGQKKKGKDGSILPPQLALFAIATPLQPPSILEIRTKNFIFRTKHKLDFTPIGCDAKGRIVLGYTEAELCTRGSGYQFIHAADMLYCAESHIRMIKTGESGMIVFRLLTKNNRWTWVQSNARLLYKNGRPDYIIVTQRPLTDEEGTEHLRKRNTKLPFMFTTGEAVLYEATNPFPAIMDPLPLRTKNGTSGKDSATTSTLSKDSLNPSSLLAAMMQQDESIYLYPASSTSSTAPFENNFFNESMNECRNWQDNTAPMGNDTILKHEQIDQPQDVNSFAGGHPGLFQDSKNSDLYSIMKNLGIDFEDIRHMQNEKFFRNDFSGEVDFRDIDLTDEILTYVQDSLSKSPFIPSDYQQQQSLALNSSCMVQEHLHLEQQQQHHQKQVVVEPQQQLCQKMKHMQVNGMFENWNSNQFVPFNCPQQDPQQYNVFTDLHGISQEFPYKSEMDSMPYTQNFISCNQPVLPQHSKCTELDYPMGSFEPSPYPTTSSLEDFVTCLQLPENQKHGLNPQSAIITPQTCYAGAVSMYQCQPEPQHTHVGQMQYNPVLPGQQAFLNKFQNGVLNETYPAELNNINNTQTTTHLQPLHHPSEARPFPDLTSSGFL
LAP4-GFP MLPCN: modulators of TOR pathway LAP4-GFP in S. cerevisiae; S. cerevisiae LAP4-GFP multiplex, flow cytometry GFP, 3 h; median GFP as percent of DMSO wells; GFP response vs DMSO, % at 10 µM; hit rate 0.34% among 320,000; AID 2023;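 active = GFP response vs DMSO above a set limit, about the screen mean plus 3 SD, cut at about 150% in these data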
MEP2-GFP yeast: yeast TOR pathway MEP2-GFP modulation | GFP response vs DMSO, % at 10 µM | S. cerevisiae MEP2-GFP strain, flow cytometry GFP, 3 h; 100% = DMSO control level | hit rate 0.51% among 330,000;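 active = GFP response versus DMSO above a set limit, roughly screen mean plus 3 SD, cut at about 180% in these data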;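 note: median GFP fluorescence of the barcode-gated MEP2-GFP cells per well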
RPL19A TOR yeast: yeast TOR pathway RPL19A-GFP modulation | S. cerevisiae RPL19A-GFP strain, flow cytometry, 3 h; stronger effect = lower value | percent response vs DMSO, % at 10 µM | hit rate 0.3% among 330,000 | AID 2025;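 active = percent response vs DMSO below 50%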;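 note: median channel GFP fluorescence of the barcoded RPL19A-GFP strain; ratio of sample median GFP to plate DMSO average so 100% = DMSO; lower means less RPL19A-GFP as with rapamycin TOR inhibition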
AGP1 TOR yeast: modulators of TOR pathway AGP1-GFP in S. cerevisiae; S. cerevisiae AGP1-GFP multiplex flow cytometry, 3 h; GFP as percent of DMSO wells; GFP response vs DMSO, % at 10 µM; hit rate 0.02% among 320,000;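 active = GFP response relative to DMSO above a set limit, near screen average plus 3 SD, cut at about 150% in these data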;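 note: median GFP channel fluorescence of the gated AGP1 strain per well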
Efflux pump inh: antifungal efflux pump inhibition, Nile Red retention; S. cerevisiae Candida pump triplex; hit rate 0.44% among 330,000; AID 485275; inhibition, % at 10 µM;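 active = plate passing quality check with inhibition over a set limit, or well fluorescence over plate mean plus 4 SD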;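 note: Nile Red retained in pooled yeast measured as flow cytometry median fluorescence; 0% = buffer negative control and 100% = Enniatin B positive control; higher means more Nile Red kept so more efflux inhibition; some compounds called inactive have numbers as strong as hits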
CIT2-GFP yeast: modulators of TOR pathway CIT2-GFP in S. cerevisiae; S. cerevisiae CIT2-GFP strain, flow cytometry, 3 h; 100 means same as DMSO wells; GFP response vs DMSO, % at 10 µM; hit rate 0.065% among 320,000;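 active = GFP response relative to DMSO above a set limit, near the screen mean plus 3 SD, cut at about 150% in these data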;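 note: ratio of well median GFP fluorescence to mean of DMSO wells on the plate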
CR mimetic SO: lowers age-related superoxide in aged yeast cells; S. cerevisiae aged cells, superoxide DHE fluorescence; stronger effect = lower value; superoxide response (% of plate mean), % at 10 µM; hit rate 0.18% among 330,000; AID 2690;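 active = superoxide response under a set limit, about three screen SD below normal, cut at about 65% in these data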;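 note: yeast aged for seven days with compound at 30 °C before DHE staining; 100% = average MFI of all compound-treated wells on the plate with controls excluded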
An asterisk follows results filed as active; i = inactive; . = not tested or not shown.

SMILES	AHR activator	LAP4-GFP MLPCN	MEP2-GFP yeast	RPL19A TOR yeast	AGP1 TOR yeast	Efflux pump inh	CIT2-GFP yeast	CR mimetic SO
Cc1cc2c(cc1S(=O)(=O)Nc1ccc(F)cc1)n(C)c(=O)c(=O)n2C	7	102	102	106	105	0.0	99	112
Cc1ccc2c(c1)N(C(=O)CCC(=O)N1CCCCC1)CCO2	11	100	102	102	103	-0.1	108	116
COc1cccc(/C=N/NC(=O)c2cccc3ccccc23)c1	.	79	99	112	87	-0.1	80	108
CCCCn1c(N)c(N2CCOCC2)c(=O)n(CC(=O)NCCc2ccccc2)c1=O	-2	103	105	102	107	-0.1	105	90
Cc1ccc(S(=O)(=O)N2CCN(C(=O)Cc3ccccc3)CC2)cc1C	0	96	95	100	100	0.1	94	85
COCCN(C(=S)Nc1c(C)cccc1C)C(C)c1cccs1 (stereo not drawn)	-1	107	100	98	103	-0.2	111	80
Cc1ccc(S(=O)(=O)N(C)/N=C2/C(=O)N(CC(=O)O)c3ccccc32)cc1	-1	99	109	104	99	0.2	108	114
CCc1cc(OCCCCNCc2ccccc2)ccc1Cl	0	109	113	108	109	0.0	121	100
COc1ccc(-c2ccc(SCC(=O)N3CCOCC3)nn2)cc1	4	89	96	98	100	0.0	.	112
COc1ccc(Cc2nc3ccc(C(=O)N(C)CCCN4CCOCC4)cc3o2)cc1	1	106	100	93	107	-0.1	102	89
N#Cc1ccc(CN2CCN(C(=O)CCNS(=O)(=O)c3ccc(F)c(Cl)c3)CC2)cc1	2	100	101	99	99	-0.1	96	73
CCC1(c2cccc(Cl)c2)NC(=O)N(Cc2cc(C(=O)OC)c(C)o2)C1=O (stereo not drawn)	0	95	98	100	100	-0.2	105	95
Cc1cc(NC(=O)CSc2nc(N)c(NC(=O)c3ccccc3F)c(=O)[nH]2)no1	0	92	93	96	98	-0.1	106	100
Cc1[nH]c(C)c2c(=O)n(-c3ccccc3)ncc12	2	107	117	108	111	-0.2	141	88
COc1cc(C2C3=C(CC(C)(C)CC3=O)OC3=C2C(=O)CC(C)(C)C3)cc([N+](=O)[O-])c1O	3	86	97	96	98	0.4	100	94
O=S(=O)(CCc1nc2ccccc2o1)c1ccc(Cl)cc1	-1	108	101	102	104	-0.1	91	98
CCN(CCCNC(=O)CC(C(=O)N1CCc2ccccc21)n1ccnc1)c1ccccc1 (stereo not drawn)	16	109	110	109	110	-0.2	109	88
O=C(Nc1cccc(S(=O)(=O)Nc2ccc(Cl)cc2)c1)c1ccc2c(c1)OCCO2	15	88	91	104	97	0.2	102	92
CCOC(=O)c1c(NC(=O)CSc2nnc(CNc3ccc(F)cc3)o2)sc(C(C)=O)c1C	4	95	97	97	100	-0.2	103	103
Oc1cccc(/C=N/Nc2ccc(Cl)nn2)c1	2	83	83	89	87	0.1	101	105
Cc1c(-n2c(SCC(=O)NC(C)C(C)C)nc3ccccc3c2=O)c(=O)n(-c2ccccc2)n1C (stereo not drawn)	2	104	102	107	103	-0.2	105	92
O=C(O)c1ccn2c(C(=O)c3ccc(Cl)cc3)c(-c3ccccc3)cc2c1	1	128	100	96	91	-0.1	84	102
Cc1c(C)c2c(OCC(=O)NC3CC3)cc3c(c2oc1=O)CCC(C)(C)O3	14	108	102	103	106	0.3	101	137
C/C(=N\N=C1/SC(CC(=O)O)C(=O)N1c1ccccc1)c1ccc(C)cc1 (stereo not drawn)	2	111	104	104	95	0.0	94	107

Part of the list above, reformatted.
SMILES | AHR activator | LAP4-GFP MLPCN | MEP2-GFP yeast | RPL19A TOR yeast | AGP1 TOR yeast | Efflux pump inh | CIT2-GFP yeast | CR mimetic SO
COc1ccc(Cc2nc3ccc(C(=O)N(C)CCCN4CCOCC4)cc3o2)cc1 | 1 | 106 | 100 | 93 | 107 | -0.1 | 102 | 89
N#Cc1ccc(CN2CCN(C(=O)CCNS(=O)(=O)c3ccc(F)c(Cl)c3)CC2)cc1 | 2 | 100 | 101 | 99 | 99 | -0.1 | 96 | 73
CCC1(c2cccc(Cl)c2)NC(=O)N(Cc2cc(C(=O)OC)c(C)o2)C1=O (stereo not drawn) | 0 | 95 | 98 | 100 | 100 | -0.2 | 105 | 95
Cc1cc(NC(=O)CSc2nc(N)c(NC(=O)c3ccccc3F)c(=O)[nH]2)no1 | 0 | 92 | 93 | 96 | 98 | -0.1 | 106 | 100
Cc1[nH]c(C)c2c(=O)n(-c3ccccc3)ncc12 | 2 | 107 | 117 | 108 | 111 | -0.2 | 141 | 88
COc1cc(C2C3=C(CC(C)(C)CC3=O)OC3=C2C(=O)CC(C)(C)C3)cc([N+](=O)[O-])c1O | 3 | 86 | 97 | 96 | 98 | 0.4 | 100 | 94
O=S(=O)(CCc1nc2ccccc2o1)c1ccc(Cl)cc1 | -1 | 108 | 101 | 102 | 104 | -0.1 | 91 | 98
CCN(CCCNC(=O)CC(C(=O)N1CCc2ccccc21)n1ccnc1)c1ccccc1 (stereo not drawn) | 16 | 109 | 110 | 109 | 110 | -0.2 | 109 | 88
O=C(Nc1cccc(S(=O)(=O)Nc2ccc(Cl)cc2)c1)c1ccc2c(c1)OCCO2 | 15 | 88 | 91 | 104 | 97 | 0.2 | 102 | 92
CCOC(=O)c1c(NC(=O)CSc2nnc(CNc3ccc(F)cc3)o2)sc(C(C)=O)c1C | 4 | 95 | 97 | 97 | 100 | -0.2 | 103 | 103
Oc1cccc(/C=N/Nc2ccc(Cl)nn2)c1 | 2 | 83 | 83 | 89 | 87 | 0.1 | 101 | 105
Cc1c(-n2c(SCC(=O)NC(C)C(C)C)nc3ccccc3c2=O)c(=O)n(-c2ccccc2)n1C (stereo not drawn) | 2 | 104 | 102 | 107 | 103 | -0.2 | 105 | 92

Later entries.
SMILES	AHR activator	LAP4-GFP MLPCN	MEP2-GFP yeast	RPL19A TOR yeast	AGP1 TOR yeast	Efflux pump inh	CIT2-GFP yeast	CR mimetic SO
NC(=O)c1c(NC(=O)CN2C(=O)NC(Cc3ccccc3)C2=O)sc2c1CCC2 (stereo not drawn)	-2	97	106	111	104	0.0	111	99
NNC(=O)c1csc(CS(=O)(=O)c2ccc(Cl)cc2)n1	3	111	105	100	108	-0.1	95	107
CCCCn1c(C(C)NC(=O)CCC)nc2ccccc21 (stereo not drawn)	1	90	92	103	103	-0.1	111	103
Cc1ccc(N2CC(C(=O)NCc3ccc(C)n3C)CC2=O)cc1 (stereo not drawn)	5	101	103	102	104	-0.1	96	113
CC(NC(=O)COC(=O)C1(C)CC1(Cl)Cl)c1ccccc1 (stereo not drawn)	-1	93	94	95	99	0.0	101	92
COC(=O)c1ccc(NC(=O)Nc2ccc(OC)cc2)cc1	-4	105	97	98	98	0.0	94	96
COC(=O)c1ccccc1NC(=O)Cn1nnc(-c2ccc(OC)cc2)n1	6	107	104	101	95	0.2	98	140
O=C(OCc1cc2ccccc2[nH]c1=O)c1ccco1	3	98	90	90	93	0.0	99	96
COc1ccc(C(C#N)c2cnccn2)cc1OC (stereo not drawn)	9	107	97	106	90	0.0	123	98
COCCCN(Cc1ccco1)C(=O)c1cc2c(s1)-c1ccc(Cl)cc1S(=O)(=O)C2	2	92	95	96	99	-0.1	103	101
CC(C)(C)c1ccc(C(=O)c2c[nH]c(C(=O)NCC3CCCO3)c2)cc1 (stereo not drawn)	10	108	103	101	103	0.2	111	83
CCOC(=O)[C@H]1[C@H]2COc3ccccc3[C@@H]2N2C(=O)[C@@H](CO)NC(=O)[C@@]12C	-2	95	97	102	102	0.1	97	101

Reformatted as comma-separated lines: 2 of the compounds above.
SMILES,AHR activator,LAP4-GFP MLPCN,MEP2-GFP yeast,RPL19A TOR yeast,AGP1 TOR yeast,Efflux pump inh,CIT2-GFP yeast,CR mimetic SO
Cc1c(C)c2c(OCC(=O)NC3CC3)cc3c(c2oc1=O)CCC(C)(C)O3,14,108,102,103,106,0.3,101,137
C/C(=N\N=C1/SC(CC(=O)O)C(=O)N1c1ccccc1)c1ccc(C)cc1 (stereo not drawn),2,111,104,104,95,0.0,94,107

New compounds follow.
SMILES	AHR activator	LAP4-GFP MLPCN	MEP2-GFP yeast	RPL19A TOR yeast	AGP1 TOR yeast	Efflux pump inh	CIT2-GFP yeast	CR mimetic SO
Cc1ccc(C)c(NC(=O)CN(C)C(=O)CSCc2c(C)noc2C)c1	5	104	106	100	104	0.0	97	103
CCCCNC(=O)N1CCOCCOCCN(C(=O)NCCCC)CCOCCOCC1	0	93	94	98	99	0.0	104	106
CCOc1ccccc1N1CCN(CC(O)COc2ccc3c(C)cc(=O)oc3c2)CC1 (stereo not drawn)	1	93	97	92	98	0.1	96	i
Cc1ccc(S(=O)(=O)N(C)c2ccc(OC(C)C(=O)N3CCCC3)cc2)cc1C (stereo not drawn)	-1	107	93	95	102	0.0	91	101
COc1ccc2[nH]c(=O)c(CN(CCc3ccccc3)C(C)=O)cc2c1	8	102	100	102	105	-0.1	115	119
CCC(Sc1nnc(C)s1)C(=O)Nc1nccs1 (stereo not drawn)	0	92	99	104	97	-0.1	101	97
OC1(C#CCCN2CCCCC2)c2ccccc2-c2ccccc21	2	103	106	98	105	0.0	104	100
NS(=O)(=O)c1ccc(NC(=O)COC(=O)c2ccc3c(c2)OCCO3)cc1	1	98	95	100	101	0.1	99	107
CCCCc1cc(=O)oc2c(C)c(OCC(=O)N3C[C@H]4C[C@@H](C3)c3cccc(=O)n3C4)ccc12	2	106	106	98	98	0.2	100	135
CC(C)CC(=O)NC(=S)N1CCCCCC1	0	105	106	105	104	0.0	105	88
COc1ccc(C(OC(=O)c2cccs2)C(=O)NCC2CCCO2)cc1 (stereo not drawn)	-1	94	95	108	85	-0.1	87	120
CCCS(=O)(=O)N1CCCC(c2nc(-c3cccc(OC)c3)no2)C1 (stereo not drawn)	5	85	98	90	94	0.0	95	124
O=C(NCc1ccccc1)C1CCCN(S(=O)(=O)c2ccc(Br)cc2)C1 (stereo not drawn)	0	76	95	102	97	-0.2	109	78
Cc1cccc(C)c1NC(=O)CN(c1ccccn1)S(=O)(=O)c1ccc(F)cc1	8	94	103	107	100	0.1	102	119
Nc1nc(CSc2nnc(-c3cccc(F)c3)n2-c2ccccc2)nc(N2CCOCC2)n1	0	97	104	104	100	0.1	102	85
O=C(NCc1n[nH]c(=S)n1-c1cccc(Cl)c1)c1cccs1	-3	99	103	99	104	-0.1	103	99
COc1ccc(-c2csc(NC(=O)CSC(C)C(=O)Nc3cc(C)on3)n2)cc1OC (stereo not drawn)	4	101	106	103	104	-0.2	96	127
NC(=O)COC(=O)CSc1ccc2ccccc2c1	1	104	103	106	92	0.0	104	112
CCn1nnc2cc(C(=O)Nc3cc(S(C)(=O)=O)ccc3Cl)ccc21	1	111	105	102	101	-0.2	99	100
COc1ccc(S(=O)(=O)Nc2ccccc2OC)cc1N=Nc1c(O)[nH]c(=S)[nH]c1=O	0	92	104	102	101	-0.2	113	88
O=C(NC1CC1)c1ccc(CS(=O)c2ccc(Br)cc2)o1 (stereo not drawn)	-1	95	99	96	99	0.0	98	77
C/C(=N\Nc1cccc2cccnc12)c1ccc(N)cc1	29	99	93	95	92	-0.2	92	108
COc1ccc(CNC(=O)CN(C)CC(=O)Nc2ccccc2Br)cc1	-2	98	97	96	93	0.4	89	121
CCN(C(=O)COC(=O)/C=C/c1ccc(S(=O)(=O)N2CCc3ccccc32)cc1)C1CCS(=O)(=O)C1 (stereo not drawn)	4	104	98	97	100	-0.1	103	103
CCCCOCCCNC(=S)Nc1ccc(S(=O)(=O)N2CCOCC2)cc1	1	105	94	97	112	0.1	111	95
CCOC(=O)C1(Cc2ccccc2C(F)(F)F)CCN(C(C)CCn2cccn2)CC1 (stereo not drawn)	12	106	108	99	112	0.1	98	96
O=C(O)CCCn1cc(NC(=O)c2cc(F)c(F)cc2Cl)cn1	1	108	104	100	113	-0.1	108	96
CC(C)C[C@H](NC(=O)c1nc[nH]c1C(=O)NC(c1ccccc1)c1ccccc1)C(=O)OCc1ccccc1	0	111	101	110	105	-0.2	97	94
O=C1CC(NCc2cccs2)C(=O)N1c1ccc(Cl)cc1 (stereo not drawn)	72*	102	106	101	105	-0.1	108	84
